Compound activity: PubChem BioAssay, National Center for Advancing Translational Sciences (NCATS)
TGFb SMAD3 inh: blocks TGF-b signaling; Potency, µM (series often up to 46.1 µM), for the others: at the top dose activity, negative = inhibition, usual class: inhibitors; AID 588855; HepG2 CAGA-GFP TGF-b/SMAD3 reporter, GFP fluorescence, 18 h; TGF-beta stimulated, 500 pg/mL final; 410,000 tested, 1.2% active; also: potency is read from the fitted curve at half-maximal effect; % is scaled to controls: 0 for no effect and ±100 for the full control effect; nearly all actives have a fitted effect of over 65% in size
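Per well, imaged GFP fluorescence of HEPG2 CAGA-GFP cells gives the signal; cells get compound, then TGF-beta (500 pg/mL final), 18 h at 37 degrees C; %Activity versus -TGF-beta and +DMSO controls.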
Akt phos inh: Akt phosphorylation inhibition; Neuro2A IGF-stimulated pAkt S473 HTRF, 20 min; active compounds read low; activity change, % for hits at 50 µM; 360,000 tested, 0.32% active; in the data active = activity change below about -80%; inconclusive = mostly about -51% to -80%; also: % is scaled to controls: 0 for no effect and ±100 for the full control effect
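Neuro2A cells in DMEM with 0.5% FBS, overnight at 37 deg C, given compound at single 50 µM final, then IGF (6 nM final) for 20 min at 37 deg C. Lysed; phospho-Akt Ser473 by HTRF after 24 h, 665/615 ratio.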
S2 tox: reduces viability in counter-screen for ATXN expression inhibitors; S2 cells (HEK-293 line with an ATXN2-luciferase reporter) viability, CellTiter-Fluor protease fluorescence, 24 h; Potency, µM (titrated, usually from 56.7 µM), usual class: cytotoxic; 400,000 tested, 0.49% active; AID 651635; also: potency is read from the fitted curve at half-maximal effect; nearly all actives have a fitted effect of over 40% in size
A549 tox: counter-screen for Nrf2 inhibitors: cytotoxicity in A549 cells. A549 ARE-Fluc cells, CellTiter-Fluor viability, 18-24 h. Potency, µM (doses to about 46 µM), inactives show top-dose activity change, negative = cytotoxicity, hits mostly inhibitors. 390,000 tested, 0.16% active. AID 504648; also: potency is read from the fitted curve at half-maximal effect; % is scaled to controls: 0 for no effect and ±100 for the full control effect
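A549 ARE-Fluc cells in 5% FBS OPTI-MEM, 5000 cells/well, rested 2 h then exposed to compounds in concentration-response for 18-24 h at 37 °C. Viability by CellTiter-Fluor fluorescence (Ex 405/Em 525) after 30 min; luciferase luminescence (BugLite, 15 min, RT) read afterwards.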
MmCpn inh: inhibitors of Methanococcus maripaludis chaperonin (MmCpn). Potency, µM (top dose mostly 76.9 µM), for the others: at the top dose activity, negative = inhibition, most hits filed as inhibitors. AID 504842. purified Mm-Cpn ATPase, ADP Transcreener TR-FRET. 330,000 tested, 0.031% active; also: potency is read from the fitted curve at half-maximal effect; % is scaled to controls: 0 for no effect and ±100 for the full control effect; nearly all actives have a fitted effect of over 80% in size
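ATPase turnover read by TR-FRET ADP competition (Eu cryptate antibody/ADP-d2, 665/590 nm): 10uM ATP final, 25nM Mm-CPN final, 30 min 37degC after 10-min compound preincubation, pH 7.4 Tris/KCl/MgCl2/DTT buffer.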
Nrf2 ARE act: activators of Nrf2 (ARE) signaling. AREc32 ARE-luciferase reporter (MCF7-derived line), luminescence, 24 h. Potency, µM (top dose mostly 46.1 µM), inactives show at the top dose activation, most hits filed as activators. 410,000 tested, 0.31% active. AID 624171; also: potency is read from the fitted curve at half-maximal effect; % of control where 0% means no effect; nearly all actives have a fitted effect of over 65% in size
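Quantitative high-throughput format: AREc32 reporter cells, 1000 per well, received compound by pin transfer and were incubated 24 hr at 37 deg C, 5% CO2, before Steady-Glo luminescence detection.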
HepG2 tox: counter-screen for TGF-b inhibitors: cytotoxicity in HepG2 cells; HepG2 CAGA-GFP viability, ATP luminescence, 18 h; Potency, µM (top dose mostly 46.1 µM), for inactives: at the top dose activity change, negative = cytotoxicity, hits mostly cytotoxic; 410,000 tested, 0.76% active; also: potency is read from the fitted curve at half-maximal effect; some results filed as inactive show a strong effect at the top dose
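HepG2 CAGA-GFP cells (1000/well, DMEM with 1% FBS) received compound, then TGF-beta at 500 pg/mL final, and were incubated 18 hours at 37 degrees C. Viability was read by CellTiter-Glo luminescence. Media-only wells were set as complete cell-killing and DMSO as no toxicity.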
Nrf2 block: blocks Nrf2 signaling | A549 ARE-Fluc reporter, luciferase luminescence, 18-24 h | Potency, µM (top dose mostly 46 µM), without a hit: at the highest dose activity change, negative = inhibition, actives largely listed as inhibitors | 360,000 tested, 2.1% active | AID 504444; also: potency is read from the fitted curve at half-maximal effect; % is scaled to controls: 0 for no effect and ±100 for the full control effect; nearly all actives have a fitted effect of over 60% in size
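In this cell-based qHTS, ARE-driven firefly luciferase in A549 cells reports Nrf2 activity; the luminescent signal after BugLite lysis is the measured value, with a prior CellTiter-Fluor read for cell health.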
CCT chaperon mod: cytosolic chaperonin activity modulation | purified chaperonin ATPase assay, HTRF ADP detection, 30 min | activity change, % (no concentration beside the values), hits read low | 360,000 tested, 0.3% active; in the data active = activity change below about -30%; also: % is scaled to controls: 0 for no effect and ±100 for the full control effect
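Nucleotide hydrolysis assay: TRiC at 20–40 nM final (set by batch activity) with 10 uM ATP, 30 min at 37 °C, in presence of 76 uM compound. Detection by competitive ADP HTRF, 30 min ambient.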
* = called active by the depositor; i = inactive; ? = inconclusive; nt = no result given; & = joins results of further samples. Unless noted, calls follow the shape of the dose curve; as a rule, active = well fitted curve in the direction sought with a large enough effect; inconclusive = small, poorly fitted or top-dose-only effect, or another doubt; inactive = no such curve, though single readings can be large; an effect the other way counts as inactive or inconclusive.

SMILES	TGFb SMAD3 inh	Akt phos inh	S2 tox	A549 tox	MmCpn inh	Nrf2 ARE act	HepG2 tox	Nrf2 block	CCT chaperon mod
Cc1cc(C)c(NC(=O)CN(C2CCCCC2)C2CCCCC2)c(C)c1	2%	i	i	-8%	-5%	-0.2%	7%	?	-0.1
COC(=O)c1ccc(C)c(-n2c(C)cc(C=O)c2C)c1	7%	i	i	-1%	1%	1.6%	-17%	-19%	2.4
O=C(c1ccc([N+](=O)[O-])s1)N1CCN(c2ccccc2)CC1	?	i	?	?	1%	-2.7%	-68%	21µM*	-2.2
COc1cccc(CN(C)C(=O)c2cccc(S(=O)(=O)N3CCN(Cc4ccccc4)CC3)c2)c1OC	-12%	i	i	-17%	0%	0.0%	-34%	10µM*	1.1
CCC1=NN(C(=O)COc2ccccc2C)C(O)(c2ccncc2)C1 (stereo unspecified)	10%	i	i	-2%	-10%	0.0%	3%	4%	1.1
COc1ccc(Br)c(Cn2c(C)c(C(=O)N(C)Cc3ccc(F)cc3)sc2=O)c1	-24%	i	i	nt	nt	0.4%	-9%	nt	-2.7
Cc1c(NC(=O)CSCc2ccco2)c(=O)n(-c2ccccc2)n1C	-5%	i	i	-11%	0%	0.0%	9%	12%	-0.3
CCOc1ccc(NCC(=O)Nc2ccc(Cl)cc2C)cc1	4%	i	?	-19%	1%	0.3%	-19%	-27%	-1.2
Cc1ccc(-c2cc(C(=O)NCc3cnn(C)c3)c3cc(Br)ccc3n2)cc1	5%&5%	i	?	-3%&-15%	-21%	4.4%&2.9%	-1%&-4%	-20%&-20%	1.1
CCn1c(C)nc2cc(S(=O)(=O)N3CCCCC3)ccc21	-9%	i	i	-16%	-1%	-0.5%	-21%	?	1.7
C=CC(=O)NCc1ccc(-c2csnn2)cc1	9%	i	i	-5%	-3%	0.4%	-8%	1%	-0.1
COC(c1ccccc1)c1nnc(CCC(=O)NCCCc2ccccc2)o1 (stereo unspecified)	10%	i	i	-9%	1%	3.2%	22%	?	-4.4
O=C(Nc1ccc(Br)cc1)C1Cc2ccccc2O/C1=N\O (stereo unspecified)	7%	i	i	1%	0%	5.0%	0%	0%	0.5
COCOCCn1cc(CN2CCS(=O)(=O)N(Cc3ccc(-c4ccc(OC)cc4)cc3)C(C)C2=O)nn1 (stereo unspecified)	-18%	i	i	nt	nt	2.6%	-43%	nt	-1.1
O=C(NCc1ccccc1Cl)c1cc2ccccc2o1	2%	nt	i	0%	nt	6.8%	3%	1%	nt
Cc1cc(F)ccc1NCc1cc2c(cc1[N+](=O)[O-])OCO2	7%	i	i	-13%	-1%	-0.2%	-31%	5%	0.7
Brc1cccc(-c2nnc(-c3ccccc3)o2)c1	-1%	i	i	7%	0%	3.2µM*	-13%	?	-0.4
Cc1nc(N2CCOCC2)c(C#N)c2c1COC(C)(C)C2	-23%	i	i	1%	1%	-0.8%	-7%	-6%	-1.1
CC(=O)Nc1ccc(Oc2nc(C(F)(F)F)nc3ccccc23)cc1	0%	i	i	1%	-1%	-0.2%	-8%	-29%	0.6
CN1CCC(OC(=O)COc2ccc(Br)cc2)CC1	-2%	i	i	15%	1%	0.4%	0%	0%	-2.8
CC(CCNC(=O)c1ccccc1)(CCNC(=O)c1ccccc1)[N+](=O)[O-]	-25%	i	i	19%	nt	-0.4%	-1%	10%	-2.4
COc1ccc(NC(=S)N(Cc2ccccn2)Cc2ccccc2Cl)cc1	?	i	i	0%	1%	0.0%	3%	-1%	-1.4
Cc1ccc(/C=C2\SC(=S)N(CCC(=O)NNC(=O)c3ccccc3O)C2=O)cc1	24%	i	i	-15%	1%	-1.5%	-5%	?	-1.5
CN1CCN(NC(=O)c2ccc(Cl)c([N+](=O)[O-])c2)CC1	?	-112%*	i	-2%	0%	5.3%	1%	19%	-1.4
Cc1ccc(NC(=O)c2sc3nc(-c4ccc(F)cc4)cn3c2C)c(C)c1	?	nt	nt	-7%	nt	2.5%	6%	nt	nt
CC[C@]12c3[nH]c4ccc(Cl)cc4c3CCN1C(=O)[C@@H](CC(=O)NCc1ccco1)C[C@@H]2C(=O)N1CCN(C(=O)C2CC2)CC1	?	i	i	7%	-1%	3.3%	-15%	0%	-2.2
Fc1ccc(-c2cc(C(F)(F)F)n3ncnc3n2)cc1	-26%	i	i	4%	1%	6.8%	-25%	-18%	-2.1
COCCCNC(=O)c1ccc(CS(=O)(=O)Cc2cccc(C)c2)o1	-22%	i	i	-5%	0%	-0.8%	-5%	-7%	1.4
Cc1ccc(O)c(-n2nc3ccccc3n2)c1	2%	i	i	1%	3%	4.0%	1%	11%	1.7
O=C(COc1cccc2c1CCN(Cc1ccc(Br)cc1)C2=O)N1CCOCC1	-27%	i	i	-13%	1%	0.9%	-3%	?	-1.4
CCOC(=O)N1CCN(C(=O)COc2ccc3c(c2)C(=O)CC(C)(C)O3)CC1	19%	i	i	5%	-3%	-1.1%	28%	-3%	1.2
N#CC1=C(N)NC(SCc2ccc(Cl)cc2)=C(C#N)C12CCCCC2	?	i	i	-3%	3%	-0.2%	-16%	?	-1.5
NS(=O)(=O)c1ccc(CCNC(=O)CSc2nc3ccsc3c(=O)n2CCCCC(=O)O)cc1	10%	i	?	-2%	0%	-0.5%	4%	8%	0.9
C[C@H](CO)N1C[C@H](C)[C@@H](CN(C)C(=O)Nc2ccc(C(F)(F)F)cc2)Oc2ccc(NC(=O)C3CCCCC3)cc2C1=O	-26%	i	?	-8%	-1%	4.7%	-1%	?	-0.6
COc1ccc(CCNC(=O)/C(C#N)=C/c2cccc(OCc3ccccc3)c2)cc1OC	?	i	i	2%	?	?	-20%	?	-0.5
COc1cccc(-c2nnc(NC(=O)CCS(=O)(=O)c3ccc(F)cc3)o2)c1	-25%	i	i	nt	nt	?	-11%	nt	-2.6
NC(=O)c1ccsc1NC(=O)c1ccco1	5%	i	i	3%	-1%	22%	2%	19%	-2.2
Cn1nnc2c(NCc3c(F)cccc3F)ncnc21	0%	nt	nt	8%	nt	0.5%	4%	nt	nt
O=C(/C=C/c1ccc(Cl)cc1)NCCSc1ccccc1	-5%	i	i	10%	1%	2.9%	-21%	7%	-3.4
COc1ccc(CNC(=O)Cn2c(=O)nc(-c3ccccc3F)c3cc(Cl)ccc32)cc1OC	-6%	nt	nt	16µM*	nt	-0.2%	-4%	nt	nt
Cc1c(Cl)c([N+](=O)[O-])nn1CCCC(=O)O	-3%	i	i	-11%	3%	-0.1%	-2%	-1%	-2.5
C/C(=N\Nc1ccc(C(=O)O)cc1)c1ccc(Br)cc1	12%	i	i	1%	2%	0.1%	6%	nt	-1.5
O=C(NCc1ccc(F)cc1)c1cnc(Cl)c(Cl)c1	-6%	i	i	0%	2%	3.1%	5%	1%	-0.7
Cc1ccc2nc(SCC(=O)c3ccc(O)cc3O)[nH]c2c1	-4%	i	nt	3%	3%	15%	-17%	?	-2.9
CCCN(CC(=O)Nc1ccccc1C)C(=O)C1CC(=O)N(c2ccc(CC)cc2)C1 (stereo unspecified)	-10%	i	i	-1%	-1%	-0.3%	-3%	-6%	0.2
COC(=O)Nc1ccc(SCC(=O)c2ccc(Cl)cc2)cc1	-17%	i	i	6%	0%	2.8%	-26%	-16%	-0.1
C=CCN1C(=O)/C(=c2\sc3nc(=O)c(Cc4ccccc4)nn3c2=O)c2ccccc21	5%	i	i	-4%	0%	3.3%	4%	5%	-0.7
CC(OC(=O)c1ccc(Cl)nc1)C(=O)Nc1ccc(S(=O)(=O)N2CCCC2)cc1 (stereo unspecified)	8%	i	i	6%	-1%	-0.2%	3%	-5%	0.5

A different layout for 3 compounds above.
Every second line gives: TGFb SMAD3 inh	Akt phos inh	S2 tox	A549 tox	MmCpn inh	Nrf2 ARE act	HepG2 tox	Nrf2 block	CCT chaperon mod
O=C(/C=C/c1ccc(Cl)cc1)NCCSc1ccccc1
  -5%	i	i	10%	1%	2.9%	-21%	7%	-3.4
COc1ccc(CNC(=O)Cn2c(=O)nc(-c3ccccc3F)c3cc(Cl)ccc32)cc1OC
  -6%	nt	nt	16µM*	nt	-0.2%	-4%	nt	nt
Cc1c(Cl)c([N+](=O)[O-])nn1CCCC(=O)O
  -3%	i	i	-11%	3%	-0.1%	-2%	-1%	-2.5

Remaining list, next part:
SMILES	TGFb SMAD3 inh	Akt phos inh	S2 tox	A549 tox	MmCpn inh	Nrf2 ARE act	HepG2 tox	Nrf2 block	CCT chaperon mod
COc1cc(NC(=O)CCCn2c(=S)[nH]c3ccccc3c2=O)cc(OC)c1OC	10%	i	i	-11%	0%	0.4%	3%	?	-0.9
CCOc1ccccc1NC(=O)Cn1c(=O)c2ccccc2n(CC)c1=O	9%	i	i	4%	-1%	-0.3%	4%	?	-1.2
O=C(Nc1ccc(C(=O)O)cc1)/C(=C\c1ccc2c(c1)OCO2)NC(=O)c1ccccc1Cl	-8%	i	i	nt	nt	-2.3%	-2%	nt	0.6
CCOc1ccc2nc(SCC(=O)N(CC(C)C)c3c(N)n(Cc4ccccc4)c(=O)[nH]c3=O)[nH]c2c1	?	i	i	-1%	-3%	-0.3%	-4%	-3%	1.1
COc1ccc(CNC(=O)c2cc(Nc3ccccc3C)nc3ccccc23)cc1	2%	nt	i	1%	nt	5.1%	-13%	-14%	nt
O=C(CCCc1ccccn1)c1ccc(-c2ccccc2)cc1	2%	i	i	-6%	nt	6.0%	-12%	?	0.1
CN(C(=O)CSc1ncccn1)C1CCS(=O)(=O)C1 (stereo unspecified)	-7%	i	i	2%	nt	-0.4%	-2%	-3%	-2.4
CC(=O)NC1CC2CCCC(C1)N2CC(=O)N1CCCc2ccccc21 (stereo unspecified)	-1%	i	i	1%	1%	-0.5%	-1%	-11%	0.7
